Sm TGR inh: qHTS Assay for the Inhibitors of Schistosoma Mansoni Peroxiredoxins; AID 485364, 2010; actives 3% (n = 360,000); Potency, µM (highest dose often 114 µM), for inactives: top-dose activity change, negative = inhibition, actives largely listed as inhibitors; purified TGR, DTNB reduction, TNB absorbance 405 nm; Schistosoma mansoni thioredoxin glutathione reductase (TGR), Q962Y6; further: potency means the concentration at half of the fitted maximal effect; nearly all actives have a fitted effect of over 60% in size
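Kinetic colorimetric format: TGR-catalysed, NADPH-driven DTNB reduction monitored via TNB absorbance. Enzyme dispensed at 20 nM; compound exposure 15 min at room temperature before reaction start.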
AMA1-RON2 inh: qHTS for Inhibitors of AMA1-RON; Towards Development of Antimalarial Drug Lead: Primary Screen | Plasmodium falciparum AMA1 (3D7) - RON2 peptide interaction | AlphaScreen AMA1-biotinylated RON2 peptide binding | actives 0.2% (n = 360,000) | AID 720542, 2013 | Potency, µM (doses to about 58.2 µM), for the others: at the top dose activity change, negative = inhibition, hits mostly inhibitors;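 further: potency means the concentration at half of the fitted maximal effect; 0% = vehicle wells and -100% = peptide control; nearly all actives have a fitted effect of over 45% in size; some results filed as inactive show a strong effect at the top dose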
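AMA1 (3D7) with his tag at 25 nM final met compounds first, then biotinylated RON2 peptide at 25 nM; detection used donor plus acceptor beads, 10 µg/mL apiece, read by AlphaScreen after 30 min at room temperature.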
HCMV antiviral: qHTS Assay for inhibitors of the human cytomegalovirus (HCMV). actives 4.5% (n = 410,000). HFF cells, HCMV-luciferase reporter, 72 h; hits give low values. activity change, negative = inhibition, % at 57.5 µM. AID 1259415, 2018; in the data active means activity change below about -60%; inconclusive means no clear call, values can overlap the other calls; inactive means above about -39%
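Screen run at 2 compound doses on HFFs infected with reporter HCMV, MOI 1 PFU/cell. Luciferase activity from cell lysates at 72 h post infection gave inhibition relative to buffer-only and Salinomycin wells.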
AmpC inh detg: qHTS Inhibitors of AmpC Beta-Lactamase (assay with detergent); P00811; AmpC hydrolysis of nitrocefin, absorbance 480 nm, 0.01% Triton; Potency, µM (titrated, usually from 114 µM), without a hit: at the top dose activity change, negative = inhibition, hits mostly inhibitors; actives 0.041% (n = 370,000); AID 485294, 2010;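 further: potency means the concentration at half of the fitted maximal effect; 0% = no-compound wells and -100% = no-enzyme wells; nearly all actives have a fitted effect of over 25% in size; some results filed as inactive show a strong effect at the top dose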
Target sequence (P00811 whole entry, looked up): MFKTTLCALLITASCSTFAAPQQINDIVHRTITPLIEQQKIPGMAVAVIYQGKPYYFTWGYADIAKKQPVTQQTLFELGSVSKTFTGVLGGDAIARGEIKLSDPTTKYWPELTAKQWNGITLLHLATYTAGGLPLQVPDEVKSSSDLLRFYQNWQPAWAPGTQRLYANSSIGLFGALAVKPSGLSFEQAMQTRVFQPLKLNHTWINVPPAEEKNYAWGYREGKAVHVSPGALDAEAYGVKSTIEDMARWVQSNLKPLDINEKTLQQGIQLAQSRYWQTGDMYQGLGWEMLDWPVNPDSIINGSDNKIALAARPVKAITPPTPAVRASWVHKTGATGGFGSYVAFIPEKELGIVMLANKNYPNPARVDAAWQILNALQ
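20 mM phosphate pH 7.0 + 0.01% (detergent screen) or 0.0001% Triton X-100; 5.3 nM AmpC reagent; cpd preinc 15 min RT; nitrocefin (800 uM stock) to start; A480 q20 s × 4 min; Activity was normalised to no-enzyme and no-compound control wells.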
FBPA Giardia inh: qHTS Assay for Inhibitors of Fructose-1,6-bisphosphate Aldolase from Giardia Lamblia | A8B2U2 | purified Giardia FBPA | Potency, µM (top dose mostly 59.6 µM), inactives show top-dose activity, negative = inhibition, most hits filed as inhibitors | actives 0.71% (n = 290,000) | AID 2451, 2010; further: potency means the concentration at half of the fitted maximal effect; nearly all actives have a fitted effect of over 55% in size
Target sequence (A8B2U2 whole entry, looked up): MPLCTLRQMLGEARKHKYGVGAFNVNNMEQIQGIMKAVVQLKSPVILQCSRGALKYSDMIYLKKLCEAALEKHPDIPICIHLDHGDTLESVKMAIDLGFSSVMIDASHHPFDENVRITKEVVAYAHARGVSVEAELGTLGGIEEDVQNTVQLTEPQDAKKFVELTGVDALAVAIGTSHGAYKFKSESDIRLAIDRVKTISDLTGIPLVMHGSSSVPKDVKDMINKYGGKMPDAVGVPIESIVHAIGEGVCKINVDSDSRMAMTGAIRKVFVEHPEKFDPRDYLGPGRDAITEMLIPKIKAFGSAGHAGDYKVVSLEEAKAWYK
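40 nM FBPA preincubated 10 min at RT with compound (up to 57.5 uM final), then substrate plus GAPDH/TPI/NAD/arsenate coupling and diaphorase/resazurin added. Fluorescence read after 20 min at RT, 525/598 nm.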
AmpC no deterg: qHTS Inhibitors of AmpC Beta-Lactamase (assay without detergent). AmpC nitrocefin hydrolysis, absorbance 480 nm, 0.0001% Triton. Potency, µM (doses to about 57.1 µM), for the others: at the highest dose activity change, negative = inhibition, usual class: inhibitors. actives 0.52% (n = 330,000). AID 485341, 2010;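 further: potency means the concentration at half of the fitted maximal effect; plate controls were no compound for no effect and no enzyme for full effect; nearly all actives have a fitted effect of over 20% in size; some results filed as inactive show a strong effect at the top dose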
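AmpC (5.3 nM in the dispensed reagent) in 20 mM phosphate pH 7.0 with 0.01% (detergent screen) or 0.0001% Triton X-100 was preincubated with compounds for 15 min at room temperature. Nitrocefin was then added from an 800 uM solution, and hydrolysis was followed at 480 nm.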
* hit, by the source's call; ? = inconclusive; / = not tested or not shown; & = joins results of further samples; [ ] = dose if it differs, or a comment. Unless noted, the call rests on the fitted dose curve; in most records, active means well fitted curve in the direction sought with a large enough effect; inconclusive means small, poorly fitted or top-dose-only effect, or another doubt; inactive means no such curve, though single readings can be large; an effect the other way counts as inactive or inconclusive. Unless noted, on the % scale 0 is the no-effect control and ±100 the full control effect.

entry	Molecule	Sm TGR inh	AMA1-RON2 inh	HCMV antiviral	AmpC inh detg	FBPA Giardia inh	AmpC no deterg
1	CN1CCN(CCC(=O)Nc2ccc(C3CCCC3)cc2)CC1	/	-1%	?	4%	-10%	23%
2	O=[N+]([O-])c1ccc(OCCO)nc1	-1%	-15%	-9	-2%	3%	-6%
3	O=C1/C(=C/c2ccccc2)N=C(N2CCOCC2)N1c1cccc(Cl)c1	13%	39%[activator]	18	-8%	0%	-1%
4	O=C(NCC(c1ccco1)N1CCCC1)c1cc2ccccc2s1 (stereo unspecified)	-7%	-1%	-11	?	/	-30%
5	CC1(C)CC(=O)CC2(C1)NCC(c1ccccc1)c1c2[nH]c2ccccc12 (stereo unspecified)	-11%	-1%	41	-10%	-6%	22%
6	O=C(Cc1cccs1)N[C@@H]1c2ccccc2CC[C@@H]1OCc1ccccc1	/	-3%	-17	/	/	-51%
7	CCOc1ccc(-n2c(SCC(=O)NC3CCCCC3)nc3c([nH]c4ccccc43)c2=O)cc1	10%	/	-14	4%	/	/
8	CCOC(=O)NC(=S)Nc1ccc(OC)cc1	-9%	23%	58	2%	0%	-22%
9	CCOC(=O)C1CCCN(Cc2cc(=O)oc3cc(C)c(C(C)C)cc23)C1 (stereo unspecified)	-1%	-7%	50	9%	6%	47%
10	CCN1CCN(CCCNC(=O)C2CCN(c3nnc(-n4cccc4)s3)CC2)CC1	-12%	1%	-37	-9%	9%	1%
11	CN=c1scc(-c2ccccc2F)n1/N=C(\C)c1cccnc1	8%	?	-12	5%	0%	35%
12	CCOC(=O)c1ccc(NC(=O)CCNS(=O)(=O)c2cccs2)cc1	3%	-9%	?	0%	?	-33%
13	CCOc1ccc2[nH]c(=O)c(CN(Cc3cccs3)C(CC)c3nnnn3C(C)(C)CC)cc2c1 (stereo unspecified)	-1%	-2%	?	?	-18%	-48%
14	Cc1nc(N2CCN(c3ccccn3)CC2)c2c(C)c(C(=O)Nc3ccc(F)cc3Cl)sc2n1	-2%	5%	?	?	/	-23%
15	CC[C@H]1OC(=O)[C@H](C)[C@@H](O[C@H]2C[C@@](C)(OC)[C@@H](O)[C@H](C)O2)[C@H](C)[C@@H](O[C@@H]2O[C@H](C)C[C@H](N(C)C)[C@H]2O)[C@](C)(O)C[C@@H](C)[C@@H]2N[C@@H](COCCOC)O[C@H]([C@H]2C)[C@]1(C)O	1%	-4%	-19	2%	13%	360%[activator]
16	CCC(=O)Nc1ccc(-c2nnc(SCC(=O)NCC3CCCO3)n2C)cc1 (stereo unspecified)	-7%	0%	-10	0%	5%	-10%
17	CCOc1cc(/C=N/NC(=O)OC)ccc1OCCSc1ccc(Cl)cc1	-9%	-9%	-18	-13%	-3%	26%
18	CC1CN(CCCCSc2ccc(Cl)cc2)CC(C)O1 (stereo unspecified)	4%	?	-12	-10%	?	73%[activator]
19	CN(Cc1ccccc1)Cc1nc2c([nH]1)c(=O)[nH]c(=O)n2C	2%	81%[activator]	28	-8%	-25%	-6%
20	Cc1ccc(C)c(OCC(=O)Nc2ccccc2N2CCCC2)c1	-8%	-2%	-19	-12%	21%	-25%
21	Cc1nc2cc(S(=O)(=O)N3CCC(C(=O)O)CC3)ccc2n1C1CCCC1	-8%	1%	?	3%	28%	5%
22	O=C(NCCNc1cc(Cl)ccc1[N+](=O)[O-])c1ccco1	-5%	-2%	-75*	?	-6%	-20%
23	Cc1cccc(NC(=O)Cn2c(=O)n(CCCCCC(=O)NCc3ccc4c(c3)OCO4)c(=O)c3sccc32)c1	45%[activator]	/	-22	19%	/	/
24	Cc1ccc(NC(=O)C2CCCC2)cc1S(=O)(=O)N1CCOCC1	0%	3%	5	7%	/	-19%
25	CCC(C)NC(=O)Nc1ccc(F)c(Cl)c1 (stereo unspecified)	0%	8%	-62*	0%	-2%	-10%
26	Cc1cc(C)cc(NS(=O)(=O)c2c(C)nc3scc(C)n3c2=O)c1	?	/	-6	9%	/	/
27	Cc1ccc(S(=O)(=O)N2CCN(C(=O)c3ccccn3)CC2)c(C)c1	10%	3%	?	0%	11%	2%
28	CC1(C)CC(=O)C2=C(C1)N(CCN1CCOCC1)C1=C(C(=O)CC(C)(C)C1)C2c1ccc(Cl)cc1	-1%	-14%	-4	-1%	-10%	107%[activator]
29	CCOC(=O)CN1C(=O)C2Cc3ccccc3CN2C1=S (stereo unspecified)	9%	-29%	-33	1%	2%	-12%
30	CC(=O)N1CCN(C(=O)c2cc(-c3cccc4ccccc34)nc3ccccc23)CC1	0%	0%	32	7%	/	170%[activator]

Laid out differently: entries from further up
10	CCN1CCN(CCCNC(=O)C2CCN(c3nnc(-n4cccc4)s3)CC2)CC1
11	CN=c1scc(-c2ccccc2F)n1/N=C(\C)c1cccnc1
12	CCOC(=O)c1ccc(NC(=O)CCNS(=O)(=O)c2cccs2)cc1
13	CCOc1ccc2[nH]c(=O)c(CN(Cc3cccs3)C(CC)c3nnnn3C(C)(C)CC)cc2c1 (stereo unspecified)

Compound	10	11	12	13
Sm TGR inh	-12%	8%	3%	-1%
AMA1-RON2 inh	1%	?	-9%	-2%
HCMV antiviral	-37	-12	?	?
AmpC inh detg	-9%	5%	0%	?
FBPA Giardia inh	9%	0%	?	-18%
AmpC no deterg	1%	35%	-33%	-48%

The listing continues:
entry	Molecule	Sm TGR inh	AMA1-RON2 inh	HCMV antiviral	AmpC inh detg	FBPA Giardia inh	AmpC no deterg
31	Cc1nc(-c2ccc(NC(=O)/C=C\C(=O)O)cc2)cs1	-23%	9%	-81*	-9%	10%	-8%
32	COc1ccccc1OCC(=O)NCCSCc1ccccc1Cl	-2%	1%	-35	?	4%	6%
33	COc1ccc(-c2c(-c3ccc(OC)c(C)c3O)n[nH]c2C)cc1	8%	78%[activator]	?	0%	4%	-40%
34	O=C(/C=C/c1ccccc1)N1CCC(N2CCC(C(=O)N3CCOCC3)CC2)CC1	7%	2%	1	3%	2%	-7%
35	Nc1ccc(C(=O)OCC(=O)Nc2ccc([N+](=O)[O-])cc2C(F)(F)F)cc1	2%	4%[2.32 µM]	-4	6%	-1%	-21%
36	CC(C)(C)OC(=O)N1CCC[C@H]1c1nnc(SCc2ccccc2Cl)o1	0%	3%	10	-7%	-1%	112%[activator]
37	Cc1cccc(CSc2nc3c([nH]c4ccccc43)c(=O)n2C)c1	-2%	/	99	0%	/	/
38	O=C(O)c1ccn2c(C(=O)c3ccc(Cl)cc3)c(-c3ccccc3)cc2c1	5%	-15%	-6	-11%	1%	-23%
39	COC(=O)c1ccc(Oc2nc3c(c(=O)n(C)c(=O)n3C)n2Cc2ccc(Cl)c(Cl)c2)cc1	-4%	/	1	-5%	/	/
40	COc1ccc(CCn2c(O)c(C=NCc3cccnc3)c(=O)[nH]c2=O)cc1OC	-17%	2%	-18	?	0%	-8%
41	O=C(NC(=S)NCCCN1CCOCC1)c1ccc(Br)cc1	?	16%	-25	9%	2%	5%
42	CCCn1nnnc1SCC(=O)N1CCCCC1	-1%	2%	21	-1%	/	-1%
43	CCOC(=O)c1cc2c(=O)n3ccccc3nc2n(CC2CCCO2)c1=NC(=O)c1ccccc1F (stereo unspecified)	-7%	/	5	-1%	/	/
44	CNC(=S)N/N=C(\C)c1ccc(Cl)s1	7%	25%	-7	0%	6%	-4%
45	Cc1c(CN2CCCC(C(=O)Nc3cccc(-n4cccn4)c3)C2)cnn1C (stereo unspecified)	-14%	3%	18	6%	/	-4%
46	CCN1CCN(Cc2c(O)ccc3c2O/C(=C\c2ccccc2)C3=O)CC1	45µM*	?	21	3%	-16%	-4%
47	COc1ccc(C(=O)/C=C/c2ccc(O)cc2)c(O)c1CC=C(C)C	-11%	?	?	-8%	0%	-56%
48	c1cc2nnnn2nc1N1CCCCC1	5%	6%	19	?	5%	-11%
49	Cc1ccc(N(CC(O)CN2CCCC2)S(=O)(=O)c2ccccc2)cc1 (stereo unspecified)	0%	2%	1	-14%	?	5%
50	N/C(=N\OC(=O)COc1ccc([N+](=O)[O-])cc1)c1cccnc1	13%	9%	?	?	5%	-32%
51	COc1ccc(CCNC(=O)Cn2cc(C(=O)c3ccccc3)c(=O)c3ccc(C)nc32)cc1OC	10%	/	12	19%	/	/
52	Cc1ccc(NC(=S)N2CCc3[nH]c4ccccc4c3C2)cc1	0%	-16%	20	-7%	-14%	-22%
53	O=C(NCC(=O)N1CCN(S(=O)(=O)c2ccccc2)CC1)c1ccc(Br)o1	-1%	-10%	-15	-13%	/	-8%
54	CC1=C(C(=O)NC(C)c2ccccc2)C2(CCC(C)CC2)OC1=O (stereo unspecified)	1%	-15%	21	-2%	2%	15%
55	Cc1ccc(-c2csc(-c3c(N)c(C(=O)c4ccc5c(c4)OCO5)n4ccccc34)n2)cc1	2%	/	-8	21%	/	/
56	Cc1cc(C)c2c(N=CN(C)C)c(C(=O)N3CCN(c4ncccn4)CC3)sc2n1	4%	6%	11	?	3%	2%
57	COc1cc(NC(=O)c2ccccc2Cl)ccc1NC(=O)c1ccco1	10%	0%	53	1%	0%	-25%
58	O=C(O)/C=C/C(=O)NC1CCS(=O)(=O)C1 (stereo unspecified)	-28%	-6%	-3	?	18%	2%
59	CCn1c(SCC(=O)Nc2cccc(OC)c2)nc2c(c1=O)SCC2	-9%	6%	-6	?	/	?
60	CCOc1ccccc1NC(=O)CSc1nc2ccccc2nc1N1CCOCC1	0%&3%	7%	70&101	-10%&29%	-3%	6%
61	COCc1cc(C)nc(N2CCc3ccccc32)c1C#N	9%	11%	-14	1%	-3%	/
62	COc1ccccc1C(CNC(=O)c1cc(C)nc2ccccc12)N(C)C (stereo unspecified)	-5%	-2%	-26	-5%	-4%	-15%
63	Fc1ccc(-c2n[nH]c(=S)n2/N=C/c2c[nH]c3ccccc23)cc1	-1%	84%[activator]	-20	-8%	1%	-54%
64	Cn1c(CN2CCN(c3cccc(Cl)c3)CC2)nc2ccccc21	-9%	23%	101	-6%	-1%	82%[activator]
65	Clc1ccc(CSc2nnnn2-c2ccc3c(c2)OCO3)c(Cl)c1	-1%	2%	6	-13%	-2%	-32%
66	Cc1ccc(NC(=O)N2C3CCCC2CC(NC(=O)C2CC2)C3)cc1 (stereo unspecified)	-12%	8%	25	-2%	-6%	-1%
67	O=C(COC(=O)/C=C/c1ccccc1Cl)NCc1ccccc1	1%	0%	-17	-7%	5%	-30%
68	CC(C)CNC(=S)NNC(=O)c1ccco1	-6%	111%[activator]	-19	?	4%	-15%
69	CC1(C)CC(=O)C2=C(C1)Oc1nc3ccccc3cc1C2C(C#N)C#N (stereo unspecified)	0%	-6%	122	?	-21%	1%

High-throughput results deposited in PubChem BioAssay by National Center for Advancing Translational Sciences (NCATS).
